OX1R antag: human HCRTR1 antagonism; O43613; CHO/OX1R cells, Fluo-8 calcium fluorescence, orexin A; inhibition, % at 5 µM; 330,000 compounds, 0.43% hits; AID 434989;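 active = inhibition above its plate's threshold, mean inhibition of all tested compounds on the plate plus 3 SD, cut at about 37% in these data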;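 also: 0% = orexin A challenge wells and 100% = SB-334867-A antagonist wells; not every result past the cut was called active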
Target sequence (O43613 whole entry, looked up): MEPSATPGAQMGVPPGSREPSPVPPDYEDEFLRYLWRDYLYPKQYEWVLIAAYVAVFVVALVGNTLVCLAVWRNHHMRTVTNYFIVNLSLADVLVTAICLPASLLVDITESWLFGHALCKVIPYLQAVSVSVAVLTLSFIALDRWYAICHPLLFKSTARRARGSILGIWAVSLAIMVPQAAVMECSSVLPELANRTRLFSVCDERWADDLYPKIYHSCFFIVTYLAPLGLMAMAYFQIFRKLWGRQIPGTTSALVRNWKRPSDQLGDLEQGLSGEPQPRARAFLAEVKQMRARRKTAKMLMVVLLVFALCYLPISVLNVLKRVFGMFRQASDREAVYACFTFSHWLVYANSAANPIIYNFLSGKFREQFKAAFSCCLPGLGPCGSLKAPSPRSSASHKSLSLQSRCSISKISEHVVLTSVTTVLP
CHT allo act: allosterically activates the human high affinity choline transporter; CHT-expressing cells, membrane potential dye, choline EC20; stronger effect = higher value; LV-AA mutant CHT in HEK293 cells; B-score at 10 µM; 310,000 compounds, 0.49% hits; AID 488977;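 active = initial fluorescence not abnormally high and integrated response B-score, plate-corrected, over 3 SD above library mean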
Target sequence (Q9GZV3 whole entry, looked up): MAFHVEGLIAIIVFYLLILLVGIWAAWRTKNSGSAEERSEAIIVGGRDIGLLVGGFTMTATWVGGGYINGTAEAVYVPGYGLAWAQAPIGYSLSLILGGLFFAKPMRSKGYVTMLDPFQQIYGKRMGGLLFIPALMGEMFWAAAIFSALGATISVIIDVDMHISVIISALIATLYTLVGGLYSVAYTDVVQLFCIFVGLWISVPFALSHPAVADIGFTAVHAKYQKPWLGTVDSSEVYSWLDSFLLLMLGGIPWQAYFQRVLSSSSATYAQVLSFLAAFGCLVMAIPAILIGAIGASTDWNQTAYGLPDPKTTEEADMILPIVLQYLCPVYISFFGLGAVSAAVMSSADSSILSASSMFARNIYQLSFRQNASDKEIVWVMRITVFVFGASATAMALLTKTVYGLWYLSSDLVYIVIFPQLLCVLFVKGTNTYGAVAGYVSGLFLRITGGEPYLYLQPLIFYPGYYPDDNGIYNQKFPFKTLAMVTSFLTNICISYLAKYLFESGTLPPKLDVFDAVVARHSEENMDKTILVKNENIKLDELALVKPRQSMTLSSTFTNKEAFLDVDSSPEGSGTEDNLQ
Starred values were filed as active, the others as inactive; i = inactive; · = no result given.

Start of the data: the first 3 compounds, ahead of the listing:
Molecule	OX1R antag	CHT allo act
CCOc1ccc(OCC)c(NC(=O)C2COc3ccccc3O2)c1 (configuration not stated)	-28	i
CSc1nccc(NC(=O)c2ccc(C(C)(C)C)cc2)n1	-4	i
C#CCOCCOCCOCCNc1nc(N2CCOCC2)nc(N2CCN(C(=O)[C@H](CCC(=O)O)n3cc(C(N)Cc4ccc(O)cc4)nn3)CC2)n1 (some centres not stated)	3	i

This part in full (from the top)
Molecule	OX1R antag	CHT allo act
CCOc1ccc(OCC)c(NC(=O)C2COc3ccccc3O2)c1 (configuration not stated)	-28	i
CSc1nccc(NC(=O)c2ccc(C(C)(C)C)cc2)n1	-4	i
C#CCOCCOCCOCCNc1nc(N2CCOCC2)nc(N2CCN(C(=O)[C@H](CCC(=O)O)n3cc(C(N)Cc4ccc(O)cc4)nn3)CC2)n1 (some centres not stated)	3	i
Cc1c(NC(=O)C(C)OC(=O)CNC(=O)c2ccc(C(C)(C)C)cc2)c(=O)n(-c2ccccc2)n1C (configuration not stated)	-19	i
Cc1noc(C)c1CSc1nnc2scc(-c3ccc(Cl)cc3)n12	-14	i
Cc1cccc(COc2coc(CN3CCN(C(=O)c4ccco4)CC3)cc2=O)c1	-21	i
CC(C)(C)NC(=O)C(c1c[nH]c2ccccc12)N(C(=O)Cn1nnc(-c2ccc(Cl)cc2)n1)c1ccccc1F (configuration not stated)	-29	i
O=C(O)CSc1nc2ccccc2n1C1CCCCC1	-10	i
CCc1cc(C(=O)Nc2cc(S(=O)(=O)N(CC)CC)ccc2N2CCOCC2)sc1C	-31	i
COc1cc(OC)c(OC)cc1CN1CCCC(C(=O)c2ccc3c(c2)OCO3)C1 (configuration not stated)	-23	i
COc1ccc(Cc2nn[nH]n2)cc1	-17	i
Cn1nc(-c2ccc(C(=O)NCC3CCCO3)cc2)c2ccccc2c1=O (configuration not stated)	-4	i
Cc1ccc(C(=O)NCCCN2CCOCC2)cc1Cl	-16	i
FC(F)(F)c1nnc(Nc2ccc(Cl)cc2)s1	42*	i
COc1ccc(NC(=O)CSc2nc3sc(C)cc3c(=O)n2C)c(OC)c1	43*	i
COCCn1cnnc1SCC(=O)Nc1ccc(Br)cc1F	-2	i
CCN(CC)C(=O)Cn1cc(S(=O)(=O)CC(=O)NCCc2ccccc2)c2ccccc21	-15	i
O=C(COc1ccc(Br)cc1Br)NN1C(=O)c2ccccc2C1=O	-4	i
CCCCN(CCCC)S(=O)(=O)c1ccc(N2CCCC2=O)c([N+](=O)[O-])c1	-11	i
Cc1cc(C)cc(C(=O)NCC(=O)OCC(=O)N2CCCCC2)c1	-2	i
CC(COc1ccccc1)N1CCC(CO)(Cc2ccccc2)CC1 (configuration not stated)	-8	i
Cc1cccn2c(=O)c(C=Nc3ccccc3)c(NCc3ccco3)nc12	-12	i
O=C(CCC(=O)c1ccc(F)cc1)Nc1cccc(S(=O)(=O)Nc2cccc(Cl)c2)c1	-1	i
CCOC(=O)C(C(=O)OCC)[C@@H]1CS(=O)(=O)C[C@H]1C(C(=O)OCC)C(=O)OCC	-21	i
Cn1c(C(=O)N2CCCC(C(=O)NCCc3ccccc3)C2)cc2sccc21 (configuration not stated)	-32	i
COc1cc(Cl)c(C)cc1NC(=O)CN(C)C1CCS(=O)(=O)C1 (configuration not stated)	-19	·
O=c1cc(-c2cc3ccccc3o2)c2cc(O)ccc2o1	-7	i
CC(=O)N1c2c(cc(Br)cc2S(=O)(=O)Nc2c(C)n(C)n(-c3ccccc3)c2=O)CC1C (configuration not stated)	-24	i
COc1ccc(NC(=O)c2cccs2)cc1OC	-25	i
COc1ccc(CC(=O)NNC(=O)c2ccccn2)cc1	-12	i
O=C(NC1CC1)c1ccc(S(=O)(=O)NCC2CCCCC2)cc1	-10	i
COc1cccc(CNC(=O)CCC2CCCN(C(=O)c3ccc(C)nc3)C2)c1 (configuration not stated)	-23	i
c1ccc2oc(NC3=NCN(C4CCCCC4)CN3)nc2c1	-7	i
O=C(CNc1cccc([N+](=O)[O-])c1)NC(=O)NC1CCCCC1	-9	·
Oc1ccc(-c2nnc(SCc3ccccc3)o2)cc1	2	i
O=C(Nc1ccc(Oc2cccc(C(F)(F)F)c2)nc1)c1ccccc1	-8	i
COc1ccc(-c2cc(C(F)F)n3ncc(C(=O)N4CCc5ccccc5C4)c3n2)cc1	-39	i
CCOC(=O)Cc1csc(NC(=O)CSc2nc(N)c3c(C)c(C)sc3n2)n1	-3	i
Cc1cc(=O)n2[nH]cc(C(=O)O)c2n1	-10	i
Cc1ccc(N(C)C(=O)c2cnn(-c3ccccc3)c2C)c(C)c1	-24	i
O=C(/C=C/c1ccccc1)NC(N1CCOCC1)C(Cl)(Cl)Cl (configuration not stated)	-7	i
Cc1cc2ccccn2c1C(=O)c1ccc([N+](=O)[O-])o1	-19	i
O=C1c2ccc(Oc3cccc([N+](=O)[O-])c3)cc2C(=O)N1c1ccccn1	-8	i
CN(Cc1ccco1)Cc1ccc(O)c2ncccc12	0	·
O=C(CC1CCCCC1)N1CCCC(c2nc(-c3ccc(S(=O)(=O)N4CCCC4)cc3)no2)C1 (configuration not stated)	12	i
Cc1cc2oc(C(=O)NCCc3ccc(S(N)(=O)=O)cc3)cc(=O)c2cc1C	-13	i
COc1cc(C(=S)N(C)C)ccc1O	4	i
O=C(CN1C(=O)COc2ccccc21)NCCN1CCC(Cc2ccccc2)CC1	-21	i
Cc1ccc(C(C)C)c(OCC(O)CN2CCN(CCO)CC2)c1 (configuration not stated)	7	i
COc1ccc(/C=C2\SC(=O)N(CC(=O)Nc3ccccc3O)C2=O)cc1OC	·	i
Cn1c(SCC#N)nc2ccccc2c1=O	-6	i
CNC(=O)CSc1nc2nn(-c3ccccc3)c(=O)c-2c2n1CCCCC2	-18	i
O=C(OCCN1C(=O)c2ccccc2C1=O)c1cc(S(=O)(=O)N2CCOCC2)ccc1F	-26	i
FC(F)(F)c1cccc(NC(=S)NCc2ccccn2)c1	-5	i
Cc1ccc(C2=NS(=O)(=O)N(C)C(C(=O)NC3CCCCC3)=C2)cc1	-31	i
O=C(c1cc(-c2ccncc2)nc2ccccc12)N1CCN(Cc2ccccc2)CC1	2	·
CN1C(=O)c2c(sc3c2CCCC3)NC1c1ccccc1O (configuration not stated)	-8	i
Cc1cnn(-c2cc(N/N=C/c3ccccc3)ncn2)c1	-2	i
CC(C)CCNC(=O)c1cc(-c2cccs2)nc2ccccc12	-30	i
COc1ccccc1CCNC(=O)c1cc(-c2ccccn2)nc2ccc(Br)cc12	-18	i

(cont.)
Molecule	OX1R antag	CHT allo act
C#CCOCCOCCOCCNc1nc(N2CCOCC2)nc(N2CCN(C(=O)[C@H]([C@@H](C)CC)n3cc(CCCN=C(N)N)nn3)CC2)n1	-8	i
O=S(=O)(c1ccc(NC(=S)NCc2ccc(F)cc2)cc1)N1CCOCC1	-6	i
CC(C)CCNC(=O)NC(=O)CSc1nnc(COc2ccccc2Cl)o1	-14	i
O=C(O)c1ccccc1C(=O)N1CCN(c2ncccn2)CC1	·	i
CC(=O)Nc1ncnc2c1c(-c1ccc(Cl)cc1)nn2C(C)(C)C	-7	i
Cc1ccc(-n2nc(C)c3c(C)c(CCC(=O)NCc4ccco4)c(C)nc32)cc1	-27	i
CC(C)C(NC(=O)c1ccc(Cl)cc1)C(=O)NC1=NCCS1 (configuration not stated)	-16	i
CN1CCN(C(=O)c2cc3nc(-c4ccc(F)cc4)cc(C(F)(F)F)n3n2)CC1	-26	i
CCC(C)[C@H]1COCCS(=O)(=O)N1Cc1ccccc1F (some centres not stated)	-27	i
O=S(=O)(NCCC1=CCCCC1)c1ccc(OC(F)(F)F)cc1	-15	i
CCCCN1C(=O)C(=O)N(CC(=O)Nc2ccc(OC(F)(F)F)cc2)C1=O	-1	·
O=C1OCCC1Sc1nnnn1-c1ccccc1 (configuration not stated)	-5	i
COc1cc(/C=C2/C(=N)N3N=C(CC(=O)N4CCOCC4)SC3=NC2=O)ccc1OCc1ccc(F)cc1	-1	i
Cc1onc(C(=O)NCc2ccccn2)c1[N+](=O)[O-]	5	i
O=S(=O)(NCCc1ccccc1)c1ccc(Br)s1	-20	i
CC(=O)NS(=O)(=O)c1ccc(NC(=S)NC(=O)C(C)(C)C)cc1	-6	i
Cc1cccc(C(=O)NNC(=O)c2c(-c3ccccc3Cl)noc2C)c1O	-21	i
COCCCn1c(SCC(=O)Nc2ccc(C(C)=O)cc2)nc2ccccc2c1=O	-23	i
C#CCOCCOCCOCCNc1nc(N2CCN(C(=O)[C@H](CCC(=O)O)n3cc(C(N)CC(C)C)nn3)CC2)nc(N2CCN(C(=O)[C@H](Cc3cc4ccccc4[nH]3)n3cc(C(N)[C@H](C)CC)nn3)CC2)n1 (some centres not stated)	-17	i
COc1ccc(/C=C/C(=O)NC(C)CCc2ccccc2)cc1 (configuration not stated)	-18	i
CCOc1cccc(/C=N/NC(=O)c2ccc3c(c2)OCCO3)c1O	-9	i
Cc1ccc(C(=O)C2=C(O)C(=O)N(CC3CCCO3)C2c2ccccc2F)o1 (configuration not stated)	-4	i
CCN(CC)S(=O)(=O)c1cc(C(=O)Nc2cccnc2)ccc1Cl	-23	i
COc1cc2ncnc(NCc3ccc(Cl)cc3)c2cc1OC	-18	i
CCCCOc1c(Br)cc(/C=N/O)cc1OCC	1	i
CC(C)c1c(C(=O)N/N=C/c2ccc(OCc3ccccc3)cc2)nnn1-c1nonc1N	26	i
CCCN1CC(=O)N2Cc3[nH]c4ccccc4c3C[C@H]2C1=O	20	i
CS(=O)(=O)N1CCC(C(=O)N2CCN(c3ccc(F)cc3)CC2)CC1	-4	i
O=C(NC1=NCCS1)C1CCN(S(=O)(=O)c2ccccc2C(F)(F)F)CC1	-8	·
O=[N+]([O-])c1ccc(S(=O)(=O)NCC2CCCO2)cc1 (configuration not stated)	-18	i

One compound at a time, as listed above.
Profile of COc1ccc(Cc2nn[nH]n2)cc1 : OX1R antag: -17; CHT allo act: i
Profile of O=[N+]([O-])c1ccc(S(=O)(=O)NCC2CCCO2)cc1 (configuration not stated) : OX1R antag: -18; CHT allo act: i
Profile of Cn1nc(-c2ccc(C(=O)NCC3CCCO3)cc2)c2ccccc2c1=O (configuration not stated) : OX1R antag: -4; CHT allo act: i

The results go on.
Molecule	OX1R antag	CHT allo act
Cc1cc(C)cc(OCC(=O)Nc2cccc(C(=O)O)c2)c1	-3	i
CCOc1ccc(C(=O)Nc2cc(=O)n(C)c(=O)n2C)cc1	-5	i
COCc1nnc(NC(=O)C2CC(=O)N(C3CCCC3)C2)s1 (configuration not stated)	-14	i
Cc1ccc(N/C=C2\CCCCC2=O)c(C)c1	-20	i
Cc1cc(C)c(NC(=O)CS(=O)CC(=O)NC2CCCc3ccccc32)c(C)c1 (configuration not stated)	-34	i
CC(C)CCNC(=O)c1cc(-c2ccncc2)nc2ccc(S(=O)(=O)N3CCOCC3)cc12	-11	i
CNC(=O)c1[nH]nc2c1CCc1ccccc1-2	-21	i
COc1ccc2oc(C(=O)OCC(=O)NC(C)(C#N)C3CC3)c(C)c2c1 (configuration not stated)	-31	i
COc1ccc(Nc2nnc(SCC(=O)N3CC(=O)Nc4ccccc43)s2)cc1	-20	i
CCC1C(=O)N=C(SCC(=O)Nc2ccc(C(=O)OC)cc2)NC1=O (configuration not stated)	-28	i
NC(=O)C1CCCN(CC(O)COCc2ccc(Cl)cc2)C1 (configuration not stated)	-16	i
COc1ccc(NC(=O)CSc2nnc(-c3cccc(O)c3)o2)cc1	-11	i
Cc1ccc(-c2nnc3c4ccccc4c(C)nn23)cc1S(=O)(=O)N1CCN(C)CC1	-11	i
O=C(c1ccc(F)cc1)C1CCN(C(=S)Nc2ccccc2)CC1	-15	i
CCCN1CCC(=O)N([C@H](CO)CC(C)C)CC1	5	i
CN(C)/C=C(\C#N)C(=O)c1cccc(Oc2ccc(Br)cc2)c1	3	i
CCOC(=O)c1ccc[n+](CC(=O)c2ccccc2)c1	-36	i
COC(=O)[C@@H](NC(=O)O[C@@H]1C(=O)c2cc(Br)ccc2O[C@H]1c1cccc(OC)c1)C(C)C	-35	i
COCc1cc(=O)n2[nH]c(-c3cccc(Br)c3)cc2n1	-8	i
COc1ccccc1NC(=S)Nc1cccc2cnccc12	-13	i
CC(C)c1ccc(NC(=S)N(C)CCc2ccccn2)cc1	-21	i
COc1cccc(-n2nnc3c(=O)n(CC(=O)OCc4ccccc4)cnc32)c1	-4	i
CC(=O)Nc1ccc(N2CC(C)(C)C2=O)cc1	0	i
CCc1cccc(NC(=O)CCc2c(C)nn(-c3ccc(N4CCOCC4)nn3)c2C)c1	-19	i
c1ccc(SCCCCN2CCOCC2)cc1	-16	i
Cc1ccc(S(=O)(=O)NCC(=O)OCC(=O)c2ccc(Br)s2)cc1	-7	i
COc1ccc(NC(=O)CSc2nc3ccccc3c(=O)n2CCC(=O)N2CCCCC2)cc1	-24	i
CCOC(=O)c1c(C)c(C(=O)N2CCN(c3ccccc3)CC2)c(C)n1C	-22	i

High-throughput results from PubChem.
